# ALOX12 inh: Primary qHTS assay for inhibitors of human arachidonate 12S-lipoxygenase (ALOX12): Round 2; Polyunsaturated fatty acid lipoxygenase ALOX12 (Homo sapiens), P18054; purified 12hLO, xylenol orange hydroperoxide absorbance; Potency, µM (titrated, usually from 108 µM), for inactives: top-dose activity change, negative = inhibition, actives largely listed as inhibitors; 580,000 tested, 1.1% active; further: potency means the concentration at half of the fitted maximal effect; on the % scale 0 is the no-effect control and ±100 the full control effect
#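 Hydroperoxide product was detected by ferrous iron/xylenol orange as the 573 to 405 nm absorbance ratio. Arachidonic acid at 40 uM (final) was turned over for 30 min at room temperature by 150 nM human 12hLO, pH 7.0 Hepes buffer, after 15 min compound preincubation.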
# LDHA inh: qHTS assay for inhibitors of human lactate dehydrogenase | L-lactate dehydrogenase A chain (Homo sapiens), P00338 | purified LDHA, NADH/diaphorase-resazurin fluorescence; active compounds read low | activity change, % (values are at about 110 or 230 µM) | 480,000 tested, 0.15% active | AID 1347041, 2019; in the data active means activity change below about -30%; inconclusive means mostly about -25% to -30%;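 further: plate controls were DMSO wells for no effect and wells without enzyme for full effect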
#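 Remaining NADH was detected by diaphorase (0.133 mg/mL) converting 37 µM resazurin to fluorescent resorufin, read at 0 and 20 minutes. The preceding 5-minute room-temperature reaction used 2 nM LDHA, 0.2 mM sodium pyruvate and 0.06 mM NADH at pH 7.4.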
# APE1 inh: qHTS Assay for Inhibitors of the Human Apurinic/apyrimidinic Endonuclease 1 (APE1); Potency, µM (series often up to 65.8 µM), inactives show at the highest dose activity change, negative = inhibition, usual class: inhibitors; DNA repair nuclease/redox regulator APEX1 (Homo sapiens), P27695; 350,000 tested, 0.35% active; AID 2517, 2012; recombinant APE1, TAMRA/BHQ-2 abasic DNA cleavage fluorescence;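 further: potency means the concentration at half of the fitted maximal effect; plate controls were vehicle for no effect and reference inhibitor for full effect; nearly all actives have a fitted effect of over 55% in size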
# Target sequence (P27695 whole entry, looked up): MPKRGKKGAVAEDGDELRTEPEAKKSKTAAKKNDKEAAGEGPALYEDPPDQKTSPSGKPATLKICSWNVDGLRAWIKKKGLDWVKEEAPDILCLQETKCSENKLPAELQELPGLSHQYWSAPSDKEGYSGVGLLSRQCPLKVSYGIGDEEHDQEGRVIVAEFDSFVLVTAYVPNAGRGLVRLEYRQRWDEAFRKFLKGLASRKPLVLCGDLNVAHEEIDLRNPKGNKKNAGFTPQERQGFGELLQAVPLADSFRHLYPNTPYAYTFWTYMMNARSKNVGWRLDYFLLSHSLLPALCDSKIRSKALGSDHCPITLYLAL
#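 Step 1: APE1 (0.75 nM) with compound, 15 min RT. Step 2: add 50 nM fluorophore/quencher THF duplex. Step 3: three fluorescence reads 60 s apart (525/598 nm); read 3 minus read 1 = reaction progress.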
# Pol eta inh: qHTS for Inhibitors of Polymerase Eta. DNA polymerase eta (Homo sapiens), Q9Y253. recombinant Pol eta, fluorescent DNA replication assay. Potency, µM (titrated, usually from 114 µM), for the others: at the top dose activity change, negative = inhibition, most hits filed as inhibitors. AID 588591, 2011. 390,000 tested, 1.2% active; further: potency means the concentration at half of the fitted maximal effect; on the % scale 0 is the no-effect control and ±100 the full control effect
#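 Pol eta at 10 nM preincubated with compounds 15 min at room temperature; reaction started with fluorescent substrate (50 nM final) and read kinetically at 0 and 10 min.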
# Apoferritin bind: qHTS Assay for Identification of Novel General Anesthetics; Ferritin light chain (Equus caballus), P02791; apoferritin/1-aminoanthracene competitive binding, fluorescence; Potency, µM (highest dose often 77.5 µM), for the others: top-dose activity change, negative = displacement, usual class: inhibitors; 350,000 tested, 0.074% active; further: potency means the concentration at half of the fitted maximal effect; on the % scale 0 is the no-effect control and ±100 the full control effect; nearly all actives have a fitted effect of over 20% in size
# Target sequence (P02791 2-175 limits assumed): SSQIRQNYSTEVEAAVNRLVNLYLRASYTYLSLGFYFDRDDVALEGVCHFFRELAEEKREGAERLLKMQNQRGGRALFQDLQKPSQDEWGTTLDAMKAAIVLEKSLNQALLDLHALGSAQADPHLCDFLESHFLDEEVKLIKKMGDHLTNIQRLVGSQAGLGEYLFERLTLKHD
#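 Concentration-response curves derived by four-parameter Hill fitting of normalized fluorescence, where compounds displaced 1-AMA from 10 uM horse apoferritin following a brief 10 min room-temperature incubation; propofol titration acted as positive control.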
# RGS4 inhibitor: Inhibitors of Regulator of G Protein Signaling (RGS) 4: qHTS | Transcreener GDP fluorescence polarization, RGS4-accelerated GTP hydrolysis | Potency, µM (highest dose often 114 µM), for the others: at the top dose activity change, negative = inhibition, most hits filed as inhibitors | Regulator of G-protein signaling 4 (Homo sapiens), P49798 | 390,000 tested, 0.039% active; further: potency means the concentration at half of the fitted maximal effect; on the % scale 0 is the no-effect control and ±100 the full control effect; nearly all actives have a fitted effect of over 75% in size; some results filed as inactive show a strong effect at the top dose
# Target sequence (P49798 whole entry, looked up): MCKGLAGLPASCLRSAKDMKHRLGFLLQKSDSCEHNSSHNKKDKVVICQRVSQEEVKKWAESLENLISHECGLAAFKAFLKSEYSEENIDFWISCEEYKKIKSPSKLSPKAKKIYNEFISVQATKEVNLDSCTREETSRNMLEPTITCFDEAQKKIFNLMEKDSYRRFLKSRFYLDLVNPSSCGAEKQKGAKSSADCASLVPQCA
#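 MLSMR compounds (23 nl, pin-transferred) preincubated 10 min at room temperature with a 500nM (2x) first reagent, then RGS4 at 900nM (2x) plus Transcreener GDP mix added; fluorescence polarization (620/688 nm) read before and after 90 min at 30 °C.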
# Pol kappa inh: qHTS for Inhibitors of Polymerase Kappa; DNA polymerase kappa (Homo sapiens), Q9UBT6; purified Pol kappa, fluorescent DNA synthesis assay, 10 min; Potency, µM (titrated, usually from 107 µM), inactives show at the highest dose activity, negative = inhibition, usual class: inhibitors; 400,000 tested, 0.53% active; AID 588579, 2011; further: potency means the concentration at half of the fitted maximal effect; on the % scale 0 is the no-effect control and ±100 the full control effect
#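 10 nM Pol kappa preincubated 15 min at room temperature with compounds, then reaction started with substrate at 50 nM final. Fluorescence read kinetically at 0 and 10 min; buffer-only wells served as negative control.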
# ERG-DNA inh: qHTS for Small Molecule Inhibitors of the ERG Ets/DNA interaction. fluorescence polarization, His-ERG Ets domain / labelled DNA. Potency, µM (top dose mostly 76.9 µM), without a hit: at the top dose FP activity, negative = inhibition, actives largely listed as inhibitors. 370,000 tested, 0.028% active. AID 624246, 2012; active means well fitted inhibition curve with a large enough effect in the polarisation, with a control signal flat; inconclusive means small, poorly fitted or top-dose-only effect, or effect the other way, or a change in a side signal; inactive means no such curve, though single readings can be large or run the other way; the % refers to the polarisation;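 further: polarization taken with two DNA probes labelled with fluorescein and Texas red; potency means the concentration at half of the fitted maximal effect; % of control where 0% means no effect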
#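 His-tagged ERG Ets domain (1 uM in the protein solution; 300mM KCl, 50mM Tris-HCl, 1mM EDTA, 1mM DTT, pH 7.5) received compound, then a probe mix of 5 nM fluorescein-DNA and 100nM Texas-615-DNA. Fluorescence polarization was read for both dyes.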
# Pol beta inh: qHTS Assay for Inhibitors of DNA Polymerase Beta | Pol beta primer extension/strand displacement, fluorescence kinetic | P06746 | Potency, µM (series often up to 114 µM), without a hit: at the top dose activity change, negative = inhibition, actives largely listed as inhibitors | 340,000 tested, 1.3% active; further: potency means the concentration at half of the fitted maximal effect; on the % scale 0 is the no-effect control and ±100 the full control effect
#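 Pol beta (10 nM) and compounds were preincubated 15 min at room temperature, then 50 nM substrate (final) started primer extension/strand displacement. Reads were taken at 0 and 10 min; concentration-response data were fitted to a four-parameter Hill equation.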
# * = called active by the depositor; ? = inconclusive; · = no result given; & = joins results of further samples; [ ] = remark or other dose. Unless noted, the call rests on the fitted dose curve; in most records, active means well fitted curve in the direction sought with a large enough effect; inconclusive means small, poorly fitted or top-dose-only effect, or another doubt; inactive means no such curve, though single readings can be large; an effect the other way counts as inactive or inconclusive. A portion of the library (hit frequency here may not be typical).
SMILES,ALOX12 inh,LDHA inh,APE1 inh,Pol eta inh,Apoferritin bind,RGS4 inhibitor,Pol kappa inh,ERG-DNA inh,Pol beta inh
C(/CCc1ccccc1)=N\Nc1nc2ccccc2[nH]1,?,-2,8%,-11%,-16%,-31%,4%,14%,17%
O=C(CN1C(=O)NC2(CCCCC2)C1=O)Nc1cccc(Cl)c1Cl,111%,-4,9%,-20%,·,5%,-1%,-1%,·
CCOC(=O)N1CCC(NC(=O)Cc2ccccc2)CC1,-7%,-2,1%,-12%,5%,-4%,4%,?,62%
COc1ccccc1CNC(=O)C1CCN(C(=O)N(C)C)CC1,0%,-5,-8%,-2%,0%,-7%,-10%,-1%,-3%
O=C(Nc1ccccc1)c1nnsc1S(=O)c1ccc(Cl)cc1 (centres undefined),14µM*,-6,-5%,9%,?,?,-9%,6%,1%
Cn1nc(C(F)(F)F)c2cc(NC(=O)OCc3ccc(F)cc3)sc21,?,2,-4%,-11%,-21%,-10%,-17%,-4%,9%
COc1ccccc1-c1cc(C(F)(F)F)nc(NCc2ccco2)n1,-20%,-1,-3%,4%,?,-13%,-15%,-11%,-1%
CC1=CSC2=NC(C(F)(F)F)(C(F)(F)F)NC(=O)N12,?,-5,1%,-9%,-23%,22%,-5%,-2%,-1%
CCCCN(Cc1ccccc1)S(=O)(=O)c1ccc2c(c1)CC(C)N2C(=O)CC (centres undefined),-3%,-4,·,-27%,31%[activator],6%,-19%,-3%,-19%
O=C(C(Cc1ccccc1)n1cccc1)N1CCN(C2CCCCC2)CC1 (centres undefined),-3%,-2,4%,-17%,-9%,-6%,-9%,1%,3%
O=C(Nc1ccc(Cl)c(Cl)c1)Nc1ccon1,12%,-10,-1%,-10%,-18%,-10%,-15%,18%,2%
COC(=O)c1ccccc1NC(=O)Cn1c(=O)cc(C)c2c(C)nn(-c3cccc(Cl)c3C)c21,?,-2,·,-14%,1%,-18%,0%,7%,-9%
CCOC(=O)c1sc(NC(=O)c2cc3n(n2)C(C(F)(F)F)CC(c2cccs2)N3)c(C(=O)OCC)c1C (centres undefined),6%,-3,12%,-5%,-23%,29%,-10%,5%,29%
O=C(N[C@@H](Cc1ccccc1)C(=O)OCc1ccccc1)c1nc[nH]c1C(=O)NC(c1ccccc1)c1ccccc1,-8%,-7,-1%,-6%,-2%,-1%,-7%,2%,-20%
COc1ccc(C(=O)Nc2nccs2)cc1,9%,-7,15%,4%,-5%,-2%,-2%,-19%,11%
COc1ccc(OCCCCN(C)Cc2ccccc2)cc1,11%,-12,6%,-10%,-7%,4%,9%,-5%,1%
CC(=O)c1cc(C#N)c(Oc2cccc(C(F)(F)F)c2)nc1C,8%,-4,-1%,-18%,?,-8%,-12%,-5%,13%
COc1cccc(C2CC(c3ccccc3OC)n3nc(N)nc3N2)c1 (centres undefined),352%[activator],-10,0%,-11%,-6%,9%,-12%,-2%,11%
COC(=O)C(NS(C)(=O)=O)(c1c(C)[nH]c2ccccc12)C(F)(F)F (centres undefined),0%,-8,-1%,-17%,-14%,-25%,-13%,-8%,27%
Cc1c(Cl)cccc1NC(=O)Nc1c[nH]c(=O)[nH]c1=O,?,-11,·,-1%,-3%,-15%,12%,6%,10%

# In a second layout: results already given
molecule | ALOX12 inh | LDHA inh | APE1 inh | Pol eta inh | Apoferritin bind | RGS4 inhibitor | Pol kappa inh | ERG-DNA inh | Pol beta inh
C(/CCc1ccccc1)=N\Nc1nc2ccccc2[nH]1 | ? | -2 | 8% | -11% | -16% | -31% | 4% | 14% | 17%
O=C(CN1C(=O)NC2(CCCCC2)C1=O)Nc1cccc(Cl)c1Cl | 111% | -4 | 9% | -20% | · | 5% | -1% | -1% | ·
CCOC(=O)N1CCC(NC(=O)Cc2ccccc2)CC1 | -7% | -2 | 1% | -12% | 5% | -4% | 4% | ? | 62%
COc1ccccc1CNC(=O)C1CCN(C(=O)N(C)C)CC1 | 0% | -5 | -8% | -2% | 0% | -7% | -10% | -1% | -3%
O=C(Nc1ccccc1)c1nnsc1S(=O)c1ccc(Cl)cc1 (centres undefined) | 14µM* | -6 | -5% | 9% | ? | ? | -9% | 6% | 1%
Cn1nc(C(F)(F)F)c2cc(NC(=O)OCc3ccc(F)cc3)sc21 | ? | 2 | -4% | -11% | -21% | -10% | -17% | -4% | 9%
COc1ccccc1-c1cc(C(F)(F)F)nc(NCc2ccco2)n1 | -20% | -1 | -3% | 4% | ? | -13% | -15% | -11% | -1%
CC1=CSC2=NC(C(F)(F)F)(C(F)(F)F)NC(=O)N12 | ? | -5 | 1% | -9% | -23% | 22% | -5% | -2% | -1%
CCCCN(Cc1ccccc1)S(=O)(=O)c1ccc2c(c1)CC(C)N2C(=O)CC (centres undefined) | -3% | -4 | · | -27% | 31%[activator] | 6% | -19% | -3% | -19%
O=C(C(Cc1ccccc1)n1cccc1)N1CCN(C2CCCCC2)CC1 (centres undefined) | -3% | -2 | 4% | -17% | -9% | -6% | -9% | 1% | 3%

# Other compounds.
SMILES,ALOX12 inh,LDHA inh,APE1 inh,Pol eta inh,Apoferritin bind,RGS4 inhibitor,Pol kappa inh,ERG-DNA inh,Pol beta inh
COc1ccc(C(=O)Nc2cccc(/C=C/c3nc4ccccc4c(=O)[nH]3)c2)cc1,?,-7,-6%,?,0%,4%,-17%,2%,-16%
CCOc1ccc(CNC(=O)CCC(=O)N2Cc3cccc(OC)c3Oc3ncccc32)cc1,-5%,-4,9%,-2%,-7%,3%,-4%,19%,0%
CCOc1ccccc1NC(=O)N1CCc2c(sc(C)c2CC)C1c1ccccc1 (centres undefined),?,-13,·,-17%,81%[activator],-5%,-6%[60.1 µM],0%,19%
COC(=O)c1[nH]c2ccccc2c1NC(=O)CN1CCC(C(N)=O)(N2CCCCC2)CC1,0%,-5,-2%,-7%,-16%,-14%,-6%,0%,-5%
Cc1ccn2c(NC3CCCC3)c(-c3cccs3)nc2c1,32µM*,-12,-4%,-7%,70%[activator],?,-5%,3%,2%
COc1cc(NC2c3ccccc3C(=O)N2Cc2ccc3c(c2)OCO3)cc(OC)c1OC (centres undefined),?,8,-5%,-2%,-12%,-20%,-4%,-3%,-2%
COc1ccc(CNC(=O)c2ccc(N3CCCC3)c(NC(=O)NCc3ccc(F)cc3)c2)cc1,0%,2,·,-21%,6%,-5%,-13%[60.1 µM],3%,1%
CCC1CN(C(=O)N2CCC(C(=O)NCc3ccc(C)o3)CC2)c2cc(C)ccc2O1 (centres undefined),-7%&-2%,-1&2,44%,-20%&-15%,-21%&7%,-3%&-2%,5%&-9%,0%&8%,2%&-5%
CC(=O)Cc1nsc(NC(=O)c2ccc(-c3cc(C(F)(F)F)ccc3Cl)o2)n1,1%,-3,1%,-2%,-12%,3%,4%,3%,0%
C/C(Cl)=C/Cn1c(=O)c2c(nc(Br)n2Cc2ccccc2)n(C)c1=O,130%[activator],-5,-5%,-21%,?,-52%,-3%,2%,31%
CCn1c(Cc2c(C)[nH]c3ccccc23)nnc1SCC(N)=O,-9%,-7,-12%,-6%,-1%,13%,-5%,·,6%
COc1ccc(C2NC(=O)N(C)C3=C2C(=O)N(c2ccccc2)C3)cc1 (centres undefined),-4%,-8,·,-4%,-11%,26%,-14%,2%,-2%
Cc1cccc(C)c1NC(=O)CSc1nc(-c2cccs2)cc(C(F)(F)F)n1,-3%,1,·,-23%,-10%,35%,-6%,5%,26%
CCO[C@@H]1OC(C(=O)Nc2ccccc2)=C[C@H](C)[C@H]1CCCO,-1%,-5,·,-24%,·,-14%,0%,3%,·
O=C(CCS(=O)(=O)c1ccc(Br)cc1)Nc1ccc(F)cc1F,-2%,-14,·,-9%,4%,-2%,-10%[60.1 µM],0%,15%
O=C(NC(CSCc1ccccc1)C(=O)N/N=C/c1ccc(O)cc1O)c1ccc([N+](=O)[O-])cc1 (centres undefined),?,3,?,-25%,?,0%,-10%,-10%,?
CSc1nc2[nH]c3c(c2c2nncn12)CC(C)(C)OC3,0%,1,-4%,-22%,-9%,21%,-10%,-7%,33%
CN(C)C1(CNC(=O)C2CCN(S(=O)(=O)c3cc(Cl)ccc3Cl)CC2)CCCCC1,-9%,-7,-4%,-6%,1%,5%,-23%,-1%,3%
O=C(NCc1ccccc1)c1cc(-n2cnnc2)ccc1Cl,0%,-9,-2%,-10%,-5%,-23%,-12%,-1%,16%

# From PubChem
